HP1b binding inh = HTS for Inhibitors of HP1-beta Chromodomain Interactions with Methylated Histone Tails. 0.56% of 390,000 active. Potency, µM (doses to about 114 µM), for inactives: at the top dose activity change, negative = inhibition, most hits filed as inhibitors. AlphaScreen HP1-beta / biotin-H3K9me3 peptide binding. Chromobox protein homolog 1 (Homo sapiens), P83916; note: potency is the fitted concentration of half-maximal effect; nearly all actives have a fitted effect of over 70% in size; inactives centre near 23
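AlphaScreen: HP1-beta (50 nM) preformed 30 min with biotin-H3(1-18)K9me3 peptide (50 nM) in PBS pH 7.4, 0.01% Tween-20. Compound added for 30 min at RT, then streptavidin donor/nickel chelate acceptor beads (10 ug/mL) for 30 min.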
G9a inh = qHTS Assay for Inhibitors of Histone Lysine Methyltransferase G9a; G9a H3K9 monomethylation, AlphaScreen, 2 h; Potency, µM (series often up to 102 µM), for inactives: top-dose activity, negative = inhibition, actives largely listed as inhibitors; 8.8% of 350,000 active; AID 504332, 2011; note: potency is the fitted concentration of half-maximal effect; % is set by controls: 0 for no effect and ±100 for the full control effect; nearly all actives have a fitted effect of over 75% in size
Target sequence (Q96KQ7 913-1193 limits assumed): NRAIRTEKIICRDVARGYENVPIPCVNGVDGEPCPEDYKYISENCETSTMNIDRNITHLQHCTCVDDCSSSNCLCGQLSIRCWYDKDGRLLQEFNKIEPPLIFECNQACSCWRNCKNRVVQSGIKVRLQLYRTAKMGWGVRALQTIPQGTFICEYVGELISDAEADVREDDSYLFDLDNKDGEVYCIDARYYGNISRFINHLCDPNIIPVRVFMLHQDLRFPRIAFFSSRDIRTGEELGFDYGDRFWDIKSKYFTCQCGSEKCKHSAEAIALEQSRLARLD
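Step 1: enzyme (final 20 nM) with compound, 15 min RT. Step 2: substrate peptide 500 nM and SAM 20 uM, 2 h RT. Step 3: anti-H3K9me1 antibody and AlphaScreen beads, 10 min, then plate read.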
GLS inh = qHTS for Inhibitors of Glutaminase (GLS); 0.21% of 410,000 active; Glutaminase kidney isoform, mitochondrial (Homo sapiens), O94925; GLS enzymatic activity, qHTS titration; Potency, µM (top dose mostly 45.5 µM), for the others: at the highest dose activity change, negative = inhibition, hits mostly inhibitors; note: potency is the fitted concentration of half-maximal effect; % is set by controls: 0 for no effect and ±100 for the full control effect
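Coupled fluorescence readout: glutamate oxidase/HRP/Amplex Red detect glutamate formed by hKGA from L-glutamine (1 mM solution added). Buffer 45 mM KH2PO4 pH 8.2, 0.02% Tween-20; reads at t0 and 30 min RT.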
JMJD2A Tudor inh = qHTS Assay for Inhibitors of JMJD2A-Tudor Domain | Lysine-specific demethylase 4A (Homo sapiens), O75164 | AlphaScreen JMJD2A-Tudor / H3K4me3 peptide binding | Potency, µM (doses to about 114 µM), without a hit: at the top dose activity change, negative = inhibition, hits mostly inhibitors | 4.4% of 390,000 active | AID 504339, 2011; note: potency is the fitted concentration of half-maximal effect; % is set by controls: 0 for no effect and ±100 for the full control effect; nearly all actives have a fitted effect of over 50% in size
BAZ2B inh = qHTS Assay for Inhibitors of BAZ2B | Bromodomain adjacent to zinc finger domain protein 2B (Homo sapiens), Q9UIF8 | AlphaScreen BAZ2B-H3K14Ac peptide displacement | Potency, µM (doses to about 114 µM), for inactives: at the top dose activity change, negative = inhibition, hits mostly inhibitors | 4.4% of 360,000 active; note: potency is the fitted concentration of half-maximal effect; % is set by controls: 0 for no effect and ±100 for the full control effect; nearly all actives have a fitted effect of over 60% in size
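BAZ2B (50 nM) with biotin-H3(5-23)K14Ac peptide (50 nM) in PBS pH 7.4, 0.01% Tween-20, preformed 30 min, then compound 30 min at room temperature; top concentration 110uM. AlphaScreen streptavidin donor/nickel chelate acceptor beads (10 ug/mL final), 20 min dark, signal read.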
PI4K2A block = qHTS for small molecular inhibitors of PI4K2A; Phosphatidylinositol 4-kinase type 2-alpha (Homo sapiens), Q9BTU6; purified PI4K2A, ADP-Glo luminescence, 1 h; hits give low values; activity change, negative = inhibition, % at 76.9 µM; 0.13% of 420,000 active; in the data active = activity change below about -50%; inconclusive = mostly about -30% to -49%;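 note: -100% = wells without enzyme as full effect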
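PI4K2A activity was measured by ADP-Glo luminescence: enzyme (4 ug/mL stock) and phosphatidylinositol (1.2 mM stock) in Tris pH 7.5/MgCl2/EGTA/Triton X-100 buffer were reacted with ATP (300 microM stock) for one hour at ambient temperature.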
12-LOX inh = Primary qHTS assay for inhibitors of human arachidonate 12S-lipoxygenase (ALOX12): Round 2; 1.1% of 580,000 active; purified 12hLO, xylenol orange hydroperoxide absorbance; Potency, µM (series often up to 108 µM), for the others: at the highest dose activity change, negative = inhibition, usual class: inhibitors; note: potency is the fitted concentration of half-maximal effect; % is set by controls: 0 for no effect and ±100 for the full control effect
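Purified human 12hLO at 150 nM in 25 mM Hepes, 0.01% Triton X-100, pH 7.0, preincubated 15 min at room temperature with compound. Reaction started with 40 uM arachidonic acid, 30 min at room temperature. Hydroperoxide measured by Fe-xylenol orange, 573/405 nm absorbance ratio.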
ERG Ets-DNA blk = qHTS for Small Molecule Inhibitors of the ERG Ets/DNA interaction. Transcriptional regulator ERG (Homo sapiens), P11308. fluorescence polarization, His-ERG Ets domain / labelled DNA. Potency, µM (series often up to 76.9 µM), inactives show top-dose FP activity, negative = inhibition, hits mostly inhibitors. 0.028% of 370,000 active. AID 624246, 2012; active = well fitted inhibition curve with a large enough effect in the polarisation, with a control signal flat; inconclusive = small, poorly fitted or top-dose-only effect, or effect the other way, or a change in a side signal; inactive = no such curve, though single readings can be large or run the other way; the % refers to the polarisation;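 note: polarization taken with two DNA probes labelled with fluorescein and Texas red; potency is the fitted concentration of half-maximal effect; % of control where 0% means no effect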
Target sequence (P11308 whole entry, looked up, the tested form may be a part): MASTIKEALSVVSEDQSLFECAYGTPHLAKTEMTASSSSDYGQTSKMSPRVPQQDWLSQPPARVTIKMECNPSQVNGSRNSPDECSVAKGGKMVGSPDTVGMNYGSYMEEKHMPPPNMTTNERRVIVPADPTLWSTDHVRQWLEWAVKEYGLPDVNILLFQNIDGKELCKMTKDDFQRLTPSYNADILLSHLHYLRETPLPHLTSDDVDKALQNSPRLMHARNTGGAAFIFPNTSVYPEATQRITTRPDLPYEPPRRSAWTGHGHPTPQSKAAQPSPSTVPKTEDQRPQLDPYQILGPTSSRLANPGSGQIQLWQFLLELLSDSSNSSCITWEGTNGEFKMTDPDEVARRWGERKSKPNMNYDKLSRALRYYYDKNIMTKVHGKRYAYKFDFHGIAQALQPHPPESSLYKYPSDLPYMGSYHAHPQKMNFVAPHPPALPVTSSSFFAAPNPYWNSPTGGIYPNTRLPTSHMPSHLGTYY
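His-tagged ERG Ets domain (1 uM in the protein solution; 300mM KCl, 50mM Tris-HCl, 1mM EDTA, 1mM DTT, pH 7.5) received compound, then a probe mix of 5 nM fluorescein-DNA and 100nM Texas-615-DNA. Fluorescence polarization was read for both dyes.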
RGS4 inh = Inhibitors of Regulator of G Protein Signaling (RGS) 4: qHTS | Transcreener GDP fluorescence polarization, RGS4-accelerated GTP hydrolysis | Potency, µM (top dose mostly 114 µM), inactives show at the top dose activity change, negative = inhibition, most hits filed as inhibitors | 0.039% of 390,000 active; note: potency is the fitted concentration of half-maximal effect; % is set by controls: 0 for no effect and ±100 for the full control effect; nearly all actives have a fitted effect of over 75% in size; some results filed as inactive show a strong effect at the top dose
Target sequence (P49798 whole entry, looked up): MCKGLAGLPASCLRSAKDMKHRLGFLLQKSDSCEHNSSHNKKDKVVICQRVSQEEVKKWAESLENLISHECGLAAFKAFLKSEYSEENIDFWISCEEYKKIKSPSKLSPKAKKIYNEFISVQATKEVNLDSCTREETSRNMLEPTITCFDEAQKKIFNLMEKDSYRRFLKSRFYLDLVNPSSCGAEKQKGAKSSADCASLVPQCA
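MLSMR compounds (23 nl, pin-transferred) preincubated 10 min at room temperature with a 500nM (2x) first reagent, then RGS4 at 900nM (2x) plus Transcreener GDP mix added; fluorescence polarization (620/688 nm) read before and after 90 min at 30 °C.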
Starred values were filed as active, the others as inactive; ? = inconclusive; nt = no result given; & = joins results of further samples; [ ] = dose if it differs, or a comment. Unless noted, calls come from the whole dose curve; as a rule, active = well fitted curve in the direction sought with a large enough effect; inconclusive = small, poorly fitted or top-dose-only effect, or another doubt; inactive = no such curve, though single readings can be large; an effect the other way counts as inactive or inconclusive. The list is partial (hit frequency here may not be typical).

SMILES	HP1b binding inh	G9a inh	GLS inh	JMJD2A Tudor inh	BAZ2B inh	PI4K2A block	12-LOX inh	ERG Ets-DNA blk	RGS4 inh
COc1ccc(Cl)cc1NC(=O)CN1C(=O)NC(Cc2c[nH]c3ccccc23)C1=O (stereo unspecified)	-10.4%	nt	8.9%	-26.4%	nt	1.6	-24.2%	-4.0%	-39.3%
Cc1ccc(NC(=O)c2oc3ccc(S(=O)(=O)N4CCCCC4)cc3c2C)cc1Cl	21.7%	0.3%[59 µM]	-14.5%	-13.8%	2.6%	2.8	-18.5%	-6.8%	-20.2%
COCCNC(=O)CCn1nc(-c2ccc(Cl)cc2)ccc1=O	21.7%	19.9%[0.501 µM]	-11.4%	4.5%	?	3.9	0.0%	-0.8%	-8.2%
Nc1ccc(N2CCN(C(=O)c3cccs3)CC2)cc1	-13.7%	1.41µM*	9.7%	-6.8%	?	-16.1	0.9%	0.1%	?
COc1ccc(NC(=O)c2cc(C)nc3c2c(C)nn3-c2cccc(Cl)c2C)c(OC)c1	30.5%	-29.5%[59 µM]	-5.3%	-13.9%	4.4%[57.1 µM]	-4.7	-4.5%	-4.3%	-17.2%
CC1C/C(=N/NC(=O)c2cccs2)CC(C)(C)C1 (stereo unspecified)	13.1%	25.8%	3.0%	?	-5.1%	-6.7	2.8%	6.5%	17.4%
COc1ccc(NCC(=O)n2c(C)c(C)c3ccccc32)cc1	10.4%	10µM*	0.1%	-32.8%	-9.3%	0.2	?	-8.4%	-0.3%
C=CCN1C(=O)c2cccc3c(Br)ccc(c23)C1=O	20.8%	-37.4%	-0.2%	-25.9%	-20.6%	7.3	?	-2.7%	16.4%
CCCn1c(=N)c(C(=O)NC2CCCC2)cc2c(=O)n3cc(C)ccc3nc21	15.0%	4.2%[59 µM]	-3.0%	-9.0%	-9.7%	0.7	-12.6%	-3.2%	7.1%
CC(Oc1ccc(Br)cc1Br)C(=O)Nc1cccnc1 (stereo unspecified)	34.2%	-4.7%	-12.6%	-5.3%	-11.4%	3.7	0.3%	4.0%	11.9%
C=CCN1C(=O)NC(c2ccc(OC)cc2)(C(F)(F)F)S/C1=C(\C#N)c1nnc(N2CCOCC2)n1-c1ccccc1 (stereo unspecified)	11.5%	17.0%	?	-15.0%	-27.6%	-11.5	-5.7%	3.7%	-14.8%
Cc1cc(N)c(-n2cc3c(=O)n(C)c(=O)n(C)c3c2)cc1C	24.9%	?	7.3%	-16.2%	-0.2%	7.4	22.8%	-11.5%	28.1%
CCN(CC)CCN(Cc1cc2cc3c(cc2[nH]c1=O)OCO3)C(=S)NCCCN(C)C	28.8%	nt	7.3%	-5.8%	-7.5%	2.9	0.0%	-8.7%	11.0%
CC(NC(=O)Nc1ccccc1O)(C(F)(F)F)C(F)(F)F	-16.0%	-17.1%[59 µM]	67.9%[activator]	-30.8%[11.4 µM]	5.8%	-7.7	-24.7%	2.2%	-4.9%[11.4 µM]
CC1CCN(C(=S)c2cn(Cc3cccc(F)c3)c3ccccc23)CC1	-6.2%[57 µM]	-11.1%[59 µM]	-3.0%	-35.1%	?	3.7	44.7µM*	13.0%	-28.9%
CCOc1ccc(S(=O)(=O)NCC(c2ccco2)S(=O)(=O)c2cccs2)cc1 (stereo unspecified)	11.9%	-45.8%[59 µM]	0.0%	-17.2%	-11.1%	2.5	-21.3%	1.2%	-7.7%
O=C(CN1c2cccc3cccc(c23)S1(=O)=O)N1CCN(c2ccccc2)CC1	13.8%	nt	22.0%	-6.8%	nt	-3.7	?	23.0%	-53.6%
O=C(O)c1ccccc1C(=O)Nc1ccc(Br)c2cccnc12	49.1%&26.3%[activator]	-36.6%[59 µM]	-0.8%&6.3%	-3.5%&2.8%	-19.7%&-1.1%	-3.8&2.0	?	-1.6%&-0.8%	-15.1%&4.2%
COC(=O)c1c(S(=O)(=O)NCc2ccccc2)sc(C(=O)O)c1C	24.8%	?	-7.0%	-6.9%	-8.0%	0.8	-26.0%	-3.5%	6.7%
CC(=O)c1ccc(NS(=O)(=O)c2c(C)cc(C)cc2C)cc1	-1.3%	5.8%	-11.3%	-14.3%	-32.3%	-3.2	-14.9%	-1.9%	12.9%

Structural class, the compounds so far containing two or more sulfur atoms.
SMILES	HP1b binding inh	G9a inh	GLS inh	JMJD2A Tudor inh	BAZ2B inh	PI4K2A block	12-LOX inh	ERG Ets-DNA blk	RGS4 inh
CCOc1ccc(S(=O)(=O)NCC(c2ccco2)S(=O)(=O)c2cccs2)cc1 (stereo unspecified)	11.9%	-45.8%[59 µM]	0.0%	-17.2%	-11.1%	2.5	-21.3%	1.2%	-7.7%
COC(=O)c1c(S(=O)(=O)NCc2ccccc2)sc(C(=O)O)c1C	24.8%	?	-7.0%	-6.9%	-8.0%	0.8	-26.0%	-3.5%	6.7%

(further entries)
SMILES	HP1b binding inh	G9a inh	GLS inh	JMJD2A Tudor inh	BAZ2B inh	PI4K2A block	12-LOX inh	ERG Ets-DNA blk	RGS4 inh
N=c1n(Cc2ccccc2)c2ccccc2n1CC(O)COc1ccc(Cl)cc1Cl (stereo unspecified)	3.8%	9.0%[12.7 µM]	?	?	-37.5%	-1.3	?	-0.2%	?
COC(=O)c1cnn(-c2nc(OC)cc(OC)n2)c1C	37.5%	-2.2%[59 µM]	-3.8%	-4.7%	1.3%	-4.3	-17.8%	4.4%	1.4%
O=C(COC(=O)c1ccc(-n2cnnn2)cc1)Nc1cc(Cl)ccc1F	24.8%	18.4%[12.7 µM]	8.1%	-16.8%	-5.1%	-2.7	?	12.6%	?
CCC[C@@H](CN1CCC[C@H]1CN1C(N)=NC[C@H]1C(C)C)N1C[C@@H]([C@H](C)CC)N(CCCC2CCCC2)C1=N	13.6%	nt	3.4%	-34.2%	nt	0.0	-28.3%	5.9%	16.1%
Cc1ccc2oc(=O)cc(CN3CCCCC3)c2c1	21.4%	-4.2%[2.33 µM]	-5.6%	0.3%	6.1%	4.4	166.4%&31.7%[activator]	-5.0%	-18.5%
O=C(CSc1nnc2ccccn12)Nc1ccccc1C(=O)NC1CC1	43.4%[activator]	-28.3%[2.33 µM]	-21.0%	2.1%	-1.3%	5.6	1.7%	-4.2%	-9.7%
O=C(NCCCN1CCOCC1)c1ccc(S(=O)(=O)Nc2cccc(C(F)(F)F)c2)cc1	51.0%[activator]	-31.4%	-2.0%	-10.5%	0.3%	1.3	6.4%	2.8%	-14.3%
O=C(O)c1nccnc1C(=O)Nc1ccc(S(=O)(=O)N2CCOCC2)cc1	2.0%	44.7µM*	1.4%	?	-16.0%	4.4	?	-1.2%	9.8%
CCOC(=O)c1nn(C)c2[nH]c(=O)n(C)c(=O)c12	47.6%	nt	4.1%	-4.2%	nt	-1.2	-3.8%	9.9%	-0.9%
N#Cc1ccccc1S(=O)(=O)N1CCN(c2nc(-c3ccccc3)nc3ccccc23)CC1	23.9%	nt	-7.4%	-22.7%	nt	3.3	-6.0%	nt	2.6%
COc1cccc(-c2nn(-c3ccccc3)cc2/C=C(/NC(=O)c2ccccc2)C(=O)O)c1	9.9%	nt	8.3%	2.4%	-5.4%	-0.9	0.2%	0.5%	-4.8%
CCC(C)NC(=O)NCc1ccccc1F (stereo unspecified)	-10.6%	-0.5%	2.1%	-11.0%	-11.5%	-1.3	-0.3%	8.2%	-29.6%
CCCC1=Nc2cc(C(=O)NC3CCCCC3)ccc2Sc2ccc(C)cc21	6.7%	2.1%[59 µM]	-1.0%	-22.0%	-11.6%	2.1	-18.0%	-5.8%	4.5%
Cc1nn(Cc2ccc(F)cc2)c(Cl)c1/C=N/NC(=O)c1ccccc1	21.3%	-18.5%	5.8%	11.0%	-11.8%	2.8	0.0%	3.3%	-16.3%
COc1ccc(-c2cc(=O)oc3c(C)c(OC(C)C(=O)NCc4ccccn4)ccc23)cc1 (stereo unspecified)	8.9%	12.8%[12.7 µM]	5.9%	-17.7%	-7.0%	0.1	6.6%	3.1%	-19.5%
CCC(=O)NCCCc1nc2ccccc2n1Cc1ccccc1F	36.2%	6.0%	0.4%	-1.4%	-6.0%	-1.0	0.8%	40.9%[activator]	-7.7%
O=C1CCCN1CCCN=c1c([N+](=O)[O-])nn(-c2ccc(Cl)cc2)n1O	8.8%	-8.8%[12.7 µM]	-12.8%	-20.8%	-13.6%	-0.1	-10.4%	-10.6%	-11.3%
CC(=O)c1ccc(S(=O)(=O)N2CCn3cccc3C2C)cc1 (stereo unspecified)	16.7%	?	-0.7%	-32.0%	-35.2%	-5.1	?	0.4%	-7.9%
CC12CCC(C(=O)NNc3ccc([N+](=O)[O-])cc3)(CC1=O)C2(C)C (stereo unspecified)	21.8%	8.4%[59 µM]	3.0%	-11.0%	-2.6%	0.9	-18.6%	5.4%	-0.6%
N#CC1C(=N)Cc2ccccc2-c2ccccc21 (stereo unspecified)	2.1%	nt	2.7%	?	nt	0.8	-9.8%	12.3%	1.3%

Screens from PubChem.
